# STAT3 act = activators of IL-6 induced STAT3 signaling; U3A cells, IL-6 STAT3-luciferase reporter, luminescence; 100% = signal with IL-6 EC80 alone; activation (% of control), % at 5.6 µM; hit rate 0.91% among 190,000; AID 871;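 active = activation above the screen-wide mean of compound activation plus 3 SD, cut at about 130% in these data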;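 note: 0% = background luminescence of wells with medium and substrate only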
#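 Material: STAT3-luciferase reporter U3A cells; Probe or stimulus: IL-6 (33 ng/mL); Incubation: compound pre-incubation 1 h before IL-6, then 6 h stimulation at 37 °C; Technique: luminescence from STAT3-driven luciferase reporter; Evaluation: % activation versus median of IL-6-stimulated wells; Controls: IL-6-only high control.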
# FLuc inh counter = inhibits firefly luciferase, flagging false hits in luciferase inhibition screens. ATPLite firefly luciferase biochemical luminescence, 10 min. hit rate 1.5% among 200,000. inhibition, % at 10 µM. AID 1006. P08659;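 active = inhibition above about 50% when tested at 10 µM, limit read from the data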
# Target sequence (P08659 whole entry, looked up): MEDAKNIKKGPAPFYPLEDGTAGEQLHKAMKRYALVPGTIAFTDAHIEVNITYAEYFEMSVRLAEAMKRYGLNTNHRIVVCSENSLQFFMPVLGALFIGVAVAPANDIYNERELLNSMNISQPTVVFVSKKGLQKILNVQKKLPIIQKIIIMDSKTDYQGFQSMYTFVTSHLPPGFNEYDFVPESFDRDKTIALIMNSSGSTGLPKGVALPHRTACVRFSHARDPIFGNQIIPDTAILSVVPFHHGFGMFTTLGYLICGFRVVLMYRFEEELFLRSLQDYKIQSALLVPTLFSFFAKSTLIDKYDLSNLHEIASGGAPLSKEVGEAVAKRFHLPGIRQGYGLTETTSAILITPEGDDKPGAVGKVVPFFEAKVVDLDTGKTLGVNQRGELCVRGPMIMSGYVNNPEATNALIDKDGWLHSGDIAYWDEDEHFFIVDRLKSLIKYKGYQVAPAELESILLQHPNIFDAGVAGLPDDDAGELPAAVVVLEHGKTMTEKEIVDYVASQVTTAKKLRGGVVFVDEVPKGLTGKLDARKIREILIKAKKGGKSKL
# APP 5'UTR act = activates APP 5'UTR luciferase reporter | AID 1276 | SH-SY5Y APP 5'UTR luciferase reporter, luminescence; zero percent = DMSO vehicle wells | hit rate 1% among 190,000 | activation, % at 2 µM;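 active = activation above a set limit, based on mean plus 3 SD of controls, cut at about 140% in these data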; note: values of inactives mirror those of a sister screen read the other way
# NF-kB neuron act = NF-kB expression increase, human neuronal cells; NF-kB reporter expression; active compounds read high; fold change at 12.5 µM; hit rate 1.6% among 190,000; AID 1239; in the data active = fold change above about 3.3
# RAM inhibit = blocks the yeast RAM network; AID 868; S. cerevisiae dse1pr::URA3 reporter, 5-FOA growth OD615, 2 d; analog-sensitive cbk1-as2 kinase mutant strain; hit rate 1.8% among 190,000; inhibition, % at 50 µM;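 active = inhibition above a set limit, 3 SD over mean compound inhibition, cut at about 8.4% in these data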;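 note: 0% = DMSO-only wells with no growth and 100% = 10 µM 1-NA-PP1 full growth; inhibition rescues growth on 5-FOA so higher OD means more RAM inhibition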
# APP 5UTR inh = APP translation inhibition. inhibition, % at 2 µM. SH-SY5Y APP 5'UTR-luciferase reporter, luminescence. hit rate 0.82% among 190,000;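 active = inhibition above a set limit, derived from the sample mean plus 3 SD, cut at about 45% in these data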; note: values of inactives mirror those of a sister screen read the other way
# STAT1 act = STAT1 signaling activation. hit rate 2.6% among 200,000. activation (% of control), % at 5.5 µM. NIH 3T3 STAT1-luciferase reporter, IFN-gamma, luminescence; 100% = IFN-gamma alone, no compound;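 active = activation above the screen-wide mean activation plus 3 SD, cut at about 130% in these data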;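 note: raw ratio to IFN-gamma control signal so 100% means no change and 0% no light; values of inactives mirror those of a sister screen read the other way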
# STAT1 blocker = inhibitors of IFN-gamma induced STAT1 signaling. NIH 3T3 STAT1-luciferase reporter, luminescence. AID 920. hit rate 0.35% among 200,000. inhibition, % at 5.5 µM;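 active = inhibition above a set limit, the mean inhibition across all tested compounds plus 3 SD, cut at about 34% in these data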;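 note: 0% = IFN-gamma with DMSO and 100% = IFN-gamma with 300 µM nifuroxazide; values of inactives mirror those of a sister screen read the other way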
# STAT3 blocker = reduces IL-6 driven STAT3 reporter signal; U3A cells, IL-6 STAT3-luciferase reporter, luminescence; host cell line lacks STAT1; inhibition, % at 5.5 µM; hit rate 0.89% among 190,000; AID 862;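 active = inhibition above the mean inhibition across all screened compounds plus 3 SD, cut at about 44% in these data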;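 note: 0% = DMSO only wells and 100% = 100 µM nifuroxazide control wells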
# Hsp70 act = switches on Hsp70 transcription; activation, % at 10 µM; HeLa Hsp70 promoter luciferase reporter, luminescence; scaled: vehicle 0, proteasome-inhibitor control 100%; AID 1203; hit rate 0.04% among 200,000;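 active = activation above the mean across all tested compounds plus 3 SD, cutoff set per campaign, cut at about 5.5% in these data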;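 note: 100% = MG132 at 30 µM as the positive control and 0% = DMSO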
# An asterisk follows results filed as active.
SMILES,STAT3 act,FLuc inh counter,APP 5'UTR act,NF-kB neuron act,RAM inhibit,APP 5UTR inh,STAT1 act,STAT1 blocker,STAT3 blocker,Hsp70 act
CC(C)c1ccc(/C=C/C(=O)CCC(=O)O)cc1,104,33,53,1.9,-0.5,-53,128,-29,4,0.0
COc1ccc(-c2nc3ccc(C)cn3c2NCc2ccc3c(c2)OCO3)cc1,103,15,34,1,0.4,-34,115,-18,-2,0.2
CCN1C(=O)/C(=C2\C=Cc3ccccc3N2CC)SC1=S,106,-1,-4,0.85,1.5,4,102,-2,3,-0.5
O=C1C2C3C=CC(C3)C2C(=O)N1c1n[nH]c(-c2ccccc2)n1 (configuration not stated),104,-6,4,0.98,1.5,-4,99,1,-9,-0.2
CCOc1ccccc1-n1c(SCC(=O)NCc2ccco2)nnc1-c1ccncc1,108,-8,2,1,-1.0,-2,95,6,-5,0.3
Cn1c(=NC(=O)CN2C(=O)C3CC=CCC3C2=O)sc2ccccc21 (configuration not stated),114,-2,2,0.67,0.3,-2,108,-9,-10,0.1
Cc1cccc(OCCSc2cc(C)nc(N)n2)c1,93,-3,-3,1.3,-0.8,3,101,0,15,0.0
COc1cc(/C=C/C(=O)OCC(=O)NC(=O)NC(C)C)ccc1OCC#N,101,-4,-6,1,1.7,6,108,-9,-3,-0.4
COc1ccc(C(=O)Nc2ccc3c(c2)OCO3)cc1OC,103,29,36,2.1,0.1,-36,101,-1,3,-0.1
O=C(COC(=O)[C@@H]1CC(O)CN1S(=O)(=O)c1ccccc1[N+](=O)[O-])c1ccccc1 (some centres not stated),102,-3,-3,1.2,-0.5,3,100,-3,3,-0.4
CSc1ccccc1NC(=O)CN(C)CC(=O)Nc1ccccc1N1CCOCC1,105,-8,19,1,1.3,-19,104,-6,-3,0.2
CCc1ccc(OCc2nnc(NC(=O)c3cccs3)s2)cc1,96,-4,15,1.2,3.1,-15,116,-17,8,0.0

# One compound at a time (already shown):
# Cc1cccc(OCCSc2cc(C)nc(N)n2)c1 as listed: STAT3 act = 93; FLuc inh counter = -3; APP 5'UTR act = -3; NF-kB neuron act = 1.3; RAM inhibit = -0.8; APP 5UTR inh = 3; STAT1 act = 101; STAT1 blocker = 0; STAT3 blocker = 15; Hsp70 act = 0.0
# COc1ccc(C(=O)Nc2ccc3c(c2)OCO3)cc1OC as listed: STAT3 act = 103; FLuc inh counter = 29; APP 5'UTR act = 36; NF-kB neuron act = 2.1; RAM inhibit = 0.1; APP 5UTR inh = -36; STAT1 act = 101; STAT1 blocker = -1; STAT3 blocker = 3; Hsp70 act = -0.1

# The listing continues.
SMILES,STAT3 act,FLuc inh counter,APP 5'UTR act,NF-kB neuron act,RAM inhibit,APP 5UTR inh,STAT1 act,STAT1 blocker,STAT3 blocker,Hsp70 act
Cc1noc(C)c1C(=O)N1CCN(S(=O)(=O)c2ccc(F)cc2)CC1,95,-4,12,1.2,1.1,-12,97,4,7,-0.2
CC1Cc2cc(/C(O)=C3/C(=O)C(=O)N(CC4CCCO4)C3c3ccco3)ccc2O1 (configuration not stated),104,-5,31,0.37,0.8,-31,115,-16,-5,0.0
CCc1cc(C(=O)OC)c(NC(=O)CCC(=O)O)s1,106,-5,-7,1.7,2.1,7,101,-1,-3,-0.2
O=C(COC(=O)CCSc1ccccc1)NCc1ccccc1Cl,99,1,-10,1.2,-1.2,10,97,3,4,-0.6
Cc1ccc(S(=O)(=O)NCCNC(=O)c2ccccc2)cc1,104,-19,5,0.96,-0.1,-5,103,-2,2,0.0
COc1ccc(S(=O)(=O)N2CCOCC2)cc1N=Nc1sc(N)nc1-c1ccccc1,81,-13,-3,0.79,5.2,3,108,-9,20,-0.3
CC(C)c1nc(SCC(=O)Nc2ccc(N(C)C)cc2)c2ccccc2n1,90,-1,-7,1.2,2.7,7,73,27,17,0.0
COc1cccc(NS(=O)(=O)c2ccc(S(=O)(=O)N3CCOCC3)cc2)c1,100,-9,-3,1.2,-0.4,3,100,0,5,0.1
O=C(CSc1nc2c([nH]c3ccccc32)c(=O)n1-c1cccc(Cl)c1)N1CCOCC1,120,-5,4,0.89,2.5,-4,94,6,-14,-0.3
Cc1nn(C)c(C)c1/C=N/NC(=O)c1csc2ccccc12,107,11,-10,1.2,-0.5,10,114,-16,-5,-0.1
COc1cccc(C2OC(=O)c3ccccc3N2C(C)=O)c1OC(C)=O (configuration not stated),102,-2,7,1.2,0.0,-7,101,-1,6,-0.2
C/C(=N\NC(=O)c1ccccc1O)c1c(O)cc(C)oc1=O,106,9,14,1.7,-1.1,-14,111,-12,-2,0.0
CCN(C1CCS(=O)(=O)C1)S(=O)(=O)c1cccc([N+](=O)[O-])c1 (configuration not stated),107,-7,0,1,1.8,0,99,-2,-4,-0.3
CC1(C)C2CCC1(C)C(NC(=O)CCN1CCCCC1)C2 (configuration not stated),100,-1,0,1,-0.2,0,103,-4,7,0.2
O=C(CCNS(=O)(=O)c1ccc2c(c1)CCC(=O)N2)NCc1cccnc1,108,-5,3,1,2.7,-3,99,1,-7,0.1
Nc1ncncc1-c1ccc([N+](=O)[O-])cc1,117,-6,5,1.1,0.4,-5,103,-4,-15,-0.2
COc1cc(/C=C/c2ccc3cccc(OC)c3n2)c(OC(C)=O)c([N+](=O)[O-])c1,89,-6,-7,1.2,0.9,7,85,16,16,0.5
CCOC(=O)CCSc1nc(C)c2ccccc2n1,86,-2,6,1,1.7,-6,108,-9,24,-0.1
O=C(Oc1ccc(OC(=O)C2CCC2)cc1)C1CCC1,105,12,28,2.9,1.3,-28,86,15,-8,-0.2
CCCn1c(=O)c(C(=O)N/N=C/c2ccccc2F)c(O)c2ccccc21,104,2,32,2,3.4,-32,121,-23,1,-0.2
C/C(=N/NC(=O)c1cccc(N2CCCC2=O)c1)c1ccncc1,107,13,69,2.1,6.1,-69,115,-19,-4,-0.1
NC(=O)C(=O)N/N=C/c1c[nH]c2ccc(Br)cc12,103,1,5,0.8,0.4,-5,103,-3,-3,-0.2
O=S(=O)(NCC(c1cccnc1)N1CCN(c2ccccc2)CC1)c1cccs1 (configuration not stated),103,-2,-14,2,0.8,14,102,2,-4,-0.4
CCNc1nc(Cl)nc(N(NC(C)=O)C(C)CC)n1 (configuration not stated),103,-6,5,1.1,-0.9,-5,99,-1,-2,-0.3
COc1cccc(Nc2nnc(SCc3cc([N+](=O)[O-])cc4c3OCOC4)s2)c1,88,-12,-92,1.1,2.3,92*,89,12,19,0.1
CCc1c(C)sc2nc3c(C(=O)N4CCOCC4)cc(C(=O)c4ccccc4O)cn3c(=O)c12,100,-6,21,1.1,4.0,-21,100,-2,8,0.0
c1csc(-c2csc3nc(CN4CCOCC4)nc(NCc4ccc5c(c4)OCO5)c23)c1,101,-6,-13,0.32,2.1,13,96,5,1,-0.1
CCOC(=O)/C=C1\NC(C)(C)Cc2cc(OC)c(O)cc21,96,2,-23,1,-0.4,23,94,7,7,0.1
CC(=O)Nc1ccc2[nH]c(C)cc(=O)c2c1,105,-7,-11,1.3,1.3,11,107,-8,1,-0.4
Cc1cc(C)cc(NC(=O)COC(=O)c2cc(C)oc2C)c1,104,-3,5,1,4.7,-6,107,-7,0,-0.2
C/C(=N\NC(=O)c1cccnc1)c1c(O)cc(C)oc1=O,111,-1,-16,1.2,-0.5,16,99,1,-11,0.0
CCOc1cc(-c2nc(-c3ccccc3)c(-c3cc([N+](=O)[O-])ccc3C)[nH]2)ccc1O,106,-4,-1,0.92,0.4,1,103,-3,-9,-0.3
O=C(Nc1nnc(C2=COCCO2)o1)c1ccc(S(=O)(=O)N2CCCC2)cc1,103,0,-11,1,1.3,11,104,-6,5,0.3
Cc1ccc(S(=O)(=O)N(CC(=O)N/N=C/c2ccc(F)cc2)c2cccc3cccnc23)cc1,102,0,-3,1.2,-0.2,3,99,1,7,-0.3
CC(C)CNC(=O)CSc1nnc2ccccn12,101,-4,-3,1.1,-0.3,3,99,1,4,-0.3
COC(=O)C(NC(=O)c1ccccc1)=C1CCCCC1,104,0,13,0.95,1.4,-13,104,-4,-3,0.2

# Reformatted bar-delimited: five of the compounds above
structure | STAT3 act | FLuc inh counter | APP 5'UTR act | NF-kB neuron act | RAM inhibit | APP 5UTR inh | STAT1 act | STAT1 blocker | STAT3 blocker | Hsp70 act
c1csc(-c2csc3nc(CN4CCOCC4)nc(NCc4ccc5c(c4)OCO5)c23)c1 | 101 | -6 | -13 | 0.32 | 2.1 | 13 | 96 | 5 | 1 | -0.1
Cc1ccc(S(=O)(=O)N(CC(=O)N/N=C/c2ccc(F)cc2)c2cccc3cccnc23)cc1 | 102 | 0 | -3 | 1.2 | -0.2 | 3 | 99 | 1 | 7 | -0.3
COC(=O)C(NC(=O)c1ccccc1)=C1CCCCC1 | 104 | 0 | 13 | 0.95 | 1.4 | -13 | 104 | -4 | -3 | 0.2
CCc1c(C)sc2nc3c(C(=O)N4CCOCC4)cc(C(=O)c4ccccc4O)cn3c(=O)c12 | 100 | -6 | 21 | 1.1 | 4.0 | -21 | 100 | -2 | 8 | 0.0
CC(=O)Nc1ccc2[nH]c(C)cc(=O)c2c1 | 105 | -7 | -11 | 1.3 | 1.3 | 11 | 107 | -8 | 1 | -0.4

# (more compounds)
SMILES,STAT3 act,FLuc inh counter,APP 5'UTR act,NF-kB neuron act,RAM inhibit,APP 5UTR inh,STAT1 act,STAT1 blocker,STAT3 blocker,Hsp70 act
S=C(NC1CCCCC1)N1CCN(c2ccccn2)CC1,105,-8,11,1.3,0.0,-11,105,-5,-5,-0.3
O=C(CSc1nc2c(cnn2-c2ccc(F)cc2)c(=O)[nH]1)N1N=C(c2cccs2)CC1c1ccc(F)cc1 (configuration not stated),96,-2,-1,1.5,4.4,1,96,5,5,-0.1
COc1cc(OC)c(S(=O)(=O)NCc2cccnc2)cc1NC(C)=O,95,-1,-11,1.2,1.4,11,96,2,13,-0.1
Cc1ccc(OCC(=O)NCC(=O)n2nc(C)cc2C)cc1,107,-8,10,1.1,-0.1,-10,94,6,-6,0.3
O=C(Nc1c(Cl)cccc1Cl)C1CCC1,101,-5,-5,0.97,0.5,5,90,11,1,-0.2
CCN(CC)C(=O)C(=O)c1ccn(-c2c(C)csc2C(=O)OC)c1,89,-7,-15,1.1,0.0,15,97,3,21,0.1

# Screening results (PubChem BioAssay)

# The order is random; about 7.7% have a hit in one of these screens.
